D2 PAM: positively modulates the human D2 dopamine receptor allosterically; HEK293 T-REx D2, calcium flux, EC20 dopamine potentiation; potentiation, % at 10 µM; actives 0.34% (n = 340,000); AID 485347;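 active means potentiation over 3 SD above the plate norm, cut at about 30% in these data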; further: 0% is about no effect
Target sequence (P14416 whole entry, looked up): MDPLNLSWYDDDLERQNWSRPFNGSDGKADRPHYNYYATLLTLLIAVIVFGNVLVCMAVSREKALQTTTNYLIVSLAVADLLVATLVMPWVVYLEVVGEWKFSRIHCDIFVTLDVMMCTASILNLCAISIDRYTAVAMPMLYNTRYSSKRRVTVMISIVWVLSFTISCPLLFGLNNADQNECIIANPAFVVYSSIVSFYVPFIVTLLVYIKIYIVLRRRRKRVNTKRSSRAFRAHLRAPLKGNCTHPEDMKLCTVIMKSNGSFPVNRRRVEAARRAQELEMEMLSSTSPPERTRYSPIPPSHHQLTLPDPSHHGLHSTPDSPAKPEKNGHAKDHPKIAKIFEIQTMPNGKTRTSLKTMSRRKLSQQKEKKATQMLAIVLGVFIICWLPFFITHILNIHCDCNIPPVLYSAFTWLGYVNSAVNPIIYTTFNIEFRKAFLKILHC
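Cells plated with tetracycline inducer and held overnight at 30 C; calcium dye loaded 30–90 min at room temperature; baseline taken, compound added and read 180 s; EC20 dopamine then added and read 180 s.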
D1 agonist: agonists of human D1 dopamine receptor; HEK293 T-REx D1 cells, calcium flux, agonist mode; activation, % at 2 µM; actives 1% (n = 360,000); AID 504660; in the data active means activation above about 30%; further: 0% is about no effect
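Inducible HEK293 T-REx D1 cells, force-coupled to calcium signalling, were plated at 4000 cells/well with tetracycline and held overnight at 30 C. After no-wash calcium dye loading, compound-evoked calcium rise over 180 s flagged agonists.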
Vif-A3F inh: Vif-A3F binding inhibition; HeLa A3F-eYFP + Vif (tagged APOBEC3F with the HIV-1 protein that degrades it), YFP fluorescence increase; Potency, µM (highest dose often 46.1 µM), for inactives: at the highest dose activity, negative = active; actives 0.2% (n = 390,000); AID 602313; further: potency means the concentration at half of the fitted maximal effect; % of control where 0% means no effect; nearly all actives have a fitted effect of over 65% in size
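HeLa cells stably expressing A3F-eYFP plus Vif, plated and incubated overnight at 37 deg C, then exposed to compounds overnight at 37 deg C. Blocked degradation read as raised yellow fluorescence (Ex 488/Em 500-530).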
D1 potentiator: potentiators of human D1 dopamine receptor | P21728 | HEK293 TREx D1 cells, calcium flux, dopamine EC20 potentiation | potentiation, % at 10 µM | actives 0.036% (n = 360,000) | AID 504651; in the data active means potentiation above about 30%; further: 0% is about no effect
D1 antag: human D1 dopamine receptor antagonism; P21728; HEK293 TREx D1 cells, calcium flux, dopamine EC80; active compounds read low; activity change, negative = inhibition, % at 10 µM; actives 3.2% (n = 360,000); AID 504652; in the data active means activity change below about -30%; further: on the % scale 0 is the no-effect control and ±100 the full control effect
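HEK293 T-REx cells expressing inducible, force-coupled D1 receptor; no-wash Ca dye, 30–90 min RT. Cmpd → 180 s read at 1 Hz → EC80 DA → 180 s read.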
RXFP1 agonist: RXFP1 (human) receptor agonism. Potency, µM (top dose mostly 57.5 µM), without a hit: at the highest dose activation, hits mostly activators. actives 0.3% (n = 370,000). HEK293T-RXFP1 cAMP TR-FRET, 30 min; response scale: percent of porcine relaxin response, buffer zero; further: potency means the concentration at half of the fitted maximal effect; on the % scale 0 is the no-effect control and ±100 the full control effect; nearly all actives have a fitted effect of over 60% in size; many of its hits are not listed in these tables
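cAMP rise read by TR-FRET after 30 min, 37C compound exposure (up to 58 uM) in RXFP1-transfected HEK293 cells with Ro 20174 present. EC50 from Hill-equation fits, with 29 nM porcine relaxin as 100% and buffer as basal.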
LDHA inh: inhibitors of human lactate dehydrogenase A | P00338 | purified LDHA, NADH/diaphorase-resazurin fluorescence; active compounds read low | activity change, % (values are at about 110 or 230 µM) | actives 0.15% (n = 480,000) | AID 1347041; in the data active means activity change below about -30%; inconclusive means mostly about -25% to -30%;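 further: plate controls were DMSO wells for no effect and wells without enzyme for full effect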
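Human LDH5 (2 nM) was incubated with 0.06 mM NADH and 0.2 mM pyruvate for 5 min at room temperature in Tris pH 7.4. Remaining NADH was coupled through diaphorase/resazurin, and resorufin fluorescence was read at 0 and 20 min.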
GRP78 ERSR act: ER stress response induction in glioma. U87-MG GRP78 promoter luciferase reporter, 16 h. Potency, µM, inactives show top-dose activation, actives largely listed as activators. actives 0.02% (n = 420,000). AID 602332; further: potency means the concentration at half of the fitted maximal effect; series mostly up to about 76 µM; % of control where 0% means no effect; nearly all actives have a fitted effect of over 35% in size
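ERSR induction read as luciferase luminescence (Bright-Glo, 10 min at room temperature) in stably transfected human U87-MG glioma cells exposed to compounds for 16 h, using GRP78 as sensor.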
Vif-A3G inh: blocks the Vif interaction with human APOBEC3G; Potency, µM (series often up to 46.1 µM), for the others: top-dose activity, negative = active, usual class: inhibitors; actives 0.076% (n = 410,000); AID 602310; Q9HC16; HeLa A3G-eYFP + Vif (tagged APOBEC3G with the HIV-1 protein that degrades it), YFP fluorescence, overnight;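 further: potency means the concentration at half of the fitted maximal effect; on the % scale 0 is the no-effect control and ±100 the full control effect; nearly all actives have a fitted effect of over 60% in size; hits raise eYFP signal because A3G escapes Vif-driven loss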
Target sequence (Q9HC16 whole entry, looked up): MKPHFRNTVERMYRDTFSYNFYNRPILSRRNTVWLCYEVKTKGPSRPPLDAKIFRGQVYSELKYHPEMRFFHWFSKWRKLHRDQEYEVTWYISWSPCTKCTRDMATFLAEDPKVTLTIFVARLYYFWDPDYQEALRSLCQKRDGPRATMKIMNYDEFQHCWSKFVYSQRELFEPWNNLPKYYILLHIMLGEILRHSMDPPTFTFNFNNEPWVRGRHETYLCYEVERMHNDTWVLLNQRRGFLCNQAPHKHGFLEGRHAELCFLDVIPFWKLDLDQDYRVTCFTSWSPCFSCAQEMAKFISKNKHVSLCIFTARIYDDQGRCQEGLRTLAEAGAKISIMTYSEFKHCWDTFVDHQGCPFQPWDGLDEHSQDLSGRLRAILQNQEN
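HeLa cells stably expressing Vif and C-terminally eYFP-tagged A3G, seeded overnight at 37 deg C, then exposed to compound by pintool overnight at 37 deg C. Rise in yellow fluorescence (Ex 488/Em 500-530, Acumen) marks blocked Vif-driven A3G degradation.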
* = called active by the depositor; ? = inconclusive; · = no result given; & = joins results of further samples. Unless noted, the call rests on the fitted dose curve; in most records, active means well fitted curve in the direction sought with a large enough effect; inconclusive means small, poorly fitted or top-dose-only effect, or another doubt; inactive means no such curve, though single readings can be large; an effect the other way counts as inactive or inconclusive.

1	CN(CC(=O)NCc1cccs1)CC(=O)Nc1ccc(F)c(F)c1F
2	Cc1cc(C(C)(C)C)cc(C)c1CCNC(=O)c1ccc[n+]([O-])c1
3	CCN1CCN(c2c(S(=O)(=O)c3ccc(C)c(C)c3)cnc3cc(OC)c(OC)cc23)CC1
4	CC(=O)COc1ncn(-c2ccccc2)n1
5	C=CCC(NCc1ccccc1)c1ccccc1 (centres undefined)
6	O=C(CN1C(=O)c2cccc3cccc1c23)NCc1ccncc1
7	O=C(NCCCn1ccnc1)C(=O)NC1CCCCC1
8	COC(CNC(=O)C1CCCN(S(=O)(=O)c2c(C)noc2/C=C/c2cccs2)C1)OC (centres undefined)

assay / compound | 1 | 2 | 3 | 4 | 5 | 6 | 7 | 8
D2 PAM | 1.9 | 12.5 | -9.2 | 8.8 | 11.1 | -1.3 | 0.5 | 2.7
D1 agonist | 1.2 | -2.0 | 0.1 | 0.2 | 6.1 | 0.7 | 1.0 | 5.8
Vif-A3F inh | 8.7% | 4.2% | -10.9% | · | 1.5% | 5.5% | -0.2% | 8.6%
D1 potentiator | 3.7 | 0.3 | -8.2 | 4.0 | 3.2 | -2.5 | -2.9 | -7.1
D1 antag | 8.8 | -3.7 | -66.4* | 4.0 | -15.3 | 9.8 | -10.7 | -2.7
RXFP1 agonist | 0.5% | -0.4% | -2.2% | 1.6% | 0.3% | -0.9% | 0.8% | 0.1%
LDHA inh | -1.5 | -14.6 | -6.1 | 0.2 | -3.4 | 9.4 | 1.5 | -4.8
GRP78 ERSR act | -1.8% | 1.9% | -3.0% | 15.0% | -3.9% | 2.7% | 0.3% | -2.6%
Vif-A3G inh | -3.5% | -8.6% | -2.2% | -0.1% | -3.9% | 0.1% | 0.2% | 0.9%

9	COCCn1c(SCCN2CCCCC2)nc2ccccc2c1=O
10	COc1cc(SC)ccc1C(=O)OCc1nc2ccsc2c(=O)[nH]1
11	O=C(NCc1ccc(F)cc1)c1ccc(Cl)c(NC2=NC3CS(=O)(=O)CC3S2)c1 (centres undefined)
12	CS(=O)(=O)N(CC(=O)Nc1ccccc1C(=O)N1CCCC1)c1ccccc1Br
13	O=C1c2ccccc2C(=O)N1CSc1nnnn1-c1ccccc1
14	Cc1ccc(OCCn2cnc3sc(C(N)=O)c(C)c3c2=O)cc1
15	O=c1cc(-c2ccccc2)nc(SCc2nc(-c3ccc(C(F)(F)F)cc3)no2)[nH]1
16	Clc1ccc(Cn2cccn2)cn1

assay / compound | 9 | 10 | 11 | 12 | 13 | 14 | 15 | 16
D2 PAM | -11.1 | -2.3 | -1.7 | -6.3 | 2.1 | 3.1 | -6.4 | 3.2
D1 agonist | 0.1 | 2.3 | 4.1 | 1.7 | 3.5 | 9.6 | -1.8 | -0.8
Vif-A3F inh | -3.3% | -6.6% | 3.6% | -4.1% | 0.6% | · | -0.4% | -2.3%
D1 potentiator | 1.9 | -6.0 | -4.5 | -6.0 | -2.3 | · | 0.2 | 7.8
D1 antag | 3.9 | 1.0 | 4.8 | 6.7 | 1.4 | 29.7 | 0.4 | -6.3
RXFP1 agonist | -0.3% | 5.6% | 2.4% | -0.8% | 4.5% | 0.7% | 0.8% | -1.2%
LDHA inh | ? | 0.0 | 1.3 | -5.8 | -6.7 | · | 1.7 | 0.0
GRP78 ERSR act | -5.2% | -0.6% | -3.5% | -3.9% | -0.6% | · | -2.8% | -0.8%
Vif-A3G inh | -0.5% | 0.8% | 1.8% | -0.3% | 3.8% | · | 3.3% | 0.5%

Retrieved by structure from the entries so far, 3 records:
16	Clc1ccc(Cn2cccn2)cn1
13	O=C1c2ccccc2C(=O)N1CSc1nnnn1-c1ccccc1
11	O=C(NCc1ccc(F)cc1)c1ccc(Cl)c(NC2=NC3CS(=O)(=O)CC3S2)c1 (centres undefined)

assay / compound | 16 | 13 | 11
D2 PAM | 3.2 | 2.1 | -1.7
D1 agonist | -0.8 | 3.5 | 4.1
Vif-A3F inh | -2.3% | 0.6% | 3.6%
D1 potentiator | 7.8 | -2.3 | -4.5
D1 antag | -6.3 | 1.4 | 4.8
RXFP1 agonist | -1.2% | 4.5% | 2.4%
LDHA inh | 0.0 | -6.7 | 1.3
GRP78 ERSR act | -0.8% | -0.6% | -3.5%
Vif-A3G inh | 0.5% | 3.8% | 1.8%

New compounds follow:
17	O=c1cc(-c2ccccc2)oc2cc(O)c(O)c(O)c12
18	COC(=O)CSC(C(=O)Nc1ccc(C)c(C)c1)c1ccccc1 (centres undefined)
19	Cc1c(C)c2c(OCC(=O)N[C@@H](C(=O)O)c3ccccc3)cc3c(c2oc1=O)CCC(C)(C)O3
20	O=C(O)CN1c2cccc3cccc(c23)S1(=O)=O
21	CCOc1ccc(C2C=C(c3ccccc3)Nc3nnnn32)cc1 (centres undefined)
22	Cc1nnc(NC(=O)CSc2nccn2-c2ccc(Cl)cc2)s1
23	O=C(Nc1cccc(C(F)(F)F)c1)c1cncs1
24	CC1CCN(C2CC(=O)N(c3ccccc3)C2=O)CC1 (centres undefined)

assay / compound | 17 | 18 | 19 | 20 | 21 | 22 | 23 | 24
D2 PAM | · | -1.7 | 8.5 | 1.8 | 12.1 | · | -1.5 | 8.5
D1 agonist | · | 0.8 | 3.3 | 4.4 | 4.3 | 3.6 | 1.6 | 0.0
Vif-A3F inh | -0.1% | 3.8% | 1.6% | 9.5% | 2.3% | -0.1% | 2.4% | 9.0%
D1 potentiator | · | 6.4 | -0.2 | 1.6 | -4.9 | 2.5 | 3.0 | -1.4
D1 antag | · | -4.2 | -1.6 | 15.4 | -10.2 | 0.7 | 6.8 | -2.7
RXFP1 agonist | · | -1.0% | 3.7% | 1.9% | -0.4% | 3.8% | 1.5% | -2.5%
LDHA inh | 20.1&21.8 | -1.5 | 1.9 | 9.5 | -3.4 | -4.1&-4.2 | 1.1 | -7.0
GRP78 ERSR act | 2.3%&13.8%&14.8%&7.3% | 0.0% | -0.8% | -1.0% | -6.8% | -1.2% | 5.2% | -3.2%
Vif-A3G inh | 0.7%&3.7% | 0.6% | -0.6% | 0.1% | -3.3% | 10.0% | -4.4% | -0.6%

Record cards, as listed above:
Listed for CCN1CCN(c2c(S(=O)(=O)c3ccc(C)c(C)c3)cnc3cc(OC)c(OC)cc23)CC1 : D2 PAM = -9.2; D1 agonist = 0.1; Vif-A3F inh = -10.9%; D1 potentiator = -8.2; D1 antag = -66.4*; RXFP1 agonist = -2.2%; LDHA inh = -6.1; GRP78 ERSR act = -3.0%; Vif-A3G inh = -2.2%
Listed for COc1cc(SC)ccc1C(=O)OCc1nc2ccsc2c(=O)[nH]1 : D2 PAM = -2.3; D1 agonist = 2.3; Vif-A3F inh = -6.6%; D1 potentiator = -6.0; D1 antag = 1.0; RXFP1 agonist = 5.6%; LDHA inh = 0.0; GRP78 ERSR act = -0.6%; Vif-A3G inh = 0.8%

Returning to the listing with the two entries that preceded the break.
23	O=C(Nc1cccc(C(F)(F)F)c1)c1cncs1
24	CC1CCN(C2CC(=O)N(c3ccccc3)C2=O)CC1 (centres undefined)
25	C#CC(C)(CC)NC(=O)Cn1nnc(-c2ccc(OCc3ccccc3F)cc2)n1 (centres undefined)
26	Cc1ccc(-c2nc(C(F)(F)F)cc(=O)[nH]2)cc1
27	COc1cccc(NC(=S)NNC(=O)c2ccccc2OC(F)F)c1
28	COc1ccccc1N(CN1CCCC1=O)C(=O)c1ccccc1F

assay / compound | 23 | 24 | 25 | 26 | 27 | 28
D2 PAM | -1.5 | 8.5 | 16.8 | -1.8 | 8.1 | -13.7
D1 agonist | 1.6 | 0.0 | 4.4 | 3.8 | 4.0 | 3.2
Vif-A3F inh | 2.4% | 9.0% | -2.6% | 1.2% | -2.8% | -0.9%
D1 potentiator | 3.0 | -1.4 | -4.8 | -5.0 | 3.6 | -4.5
D1 antag | 6.8 | -2.7 | 1.1 | -4.5 | -3.1 | -16.1
RXFP1 agonist | 1.5% | -2.5% | 1.6% | 0.8% | 2.1% | -0.7%
LDHA inh | 1.1 | -7.0 | -7.2 | -0.7 | -1.6 | -10.2
GRP78 ERSR act | 5.2% | -3.2% | -0.9% | -1.0% | 1.2% | -2.9%
Vif-A3G inh | -4.4% | -0.6% | 2.5% | -4.7% | -0.3% | 1.2%

Source: PubChem

Not all compounds are listed (hit frequency here may not be typical).
